# GALK inh – inhibitors of human galactokinase; Potency, µM (titrated, usually from 57.5 µM), for the others: top-dose activity change, negative = inhibition, hits mostly inhibitors; Purified GALK, Kinase-Glo residual ATP luminescence; P51570; hit rate 0.007% among 270,000; further: potency means the concentration at half of the fitted maximal effect; on the % scale 0 is the no-effect control and ±100 the full control effect
#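 Luminescence from leftover ATP (Ultra-Glo luciferase/luciferin) served as read-out after a 1 h room-temperature reaction of 5 nM GALK with 35 uM ATP and 100 uM galactose.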
# Tb PFK inh – inhibitors of T. brucei phosphofructokinase; O15648; T. brucei PFK, ADP-Glo luminescence; Potency, µM (doses to about 57.5 µM), for the others: at the highest dose activity, negative = inhibition, usual class: inhibitors; hit rate 0.17% among 330,000;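 further: potency means the concentration at half of the fitted maximal effect; 0% = uninhibited 1x PFK enzyme wells and -100% = no-enzyme wells; nearly all actives have a fitted effect of over 60% in size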
#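 Compounds were pin-transferred as a titration series up to 57 uM into substrate buffer (0.5 mM F6P, 0.1 mM ATP, pH 8.0), then 1.25 nM PFK was added and reactions ran 45 min before ADP-Glo detection.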
# AT treatment – potential ataxia-telangiectasia treatments restoring KAP-1 phosphorylation; AID 485349; […] A-T fibroblasts, KAP-1 phosphorylation AlphaLISA; neocarzinostatin DNA damage 30 min before lysis; Potency, µM (doses to about 57.5 µM), without a hit: top-dose activation, actives largely listed as activators; hit rate 0.19% among 320,000; further: potency means the concentration at half of the fitted maximal effect; % of control where 0% means no effect; nearly all actives have a fitted effect of over 45% in size
#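 ATM-like activity read as KAP-1 phosphorylation via AlphaLISA donor/acceptor antibody pairs after lysis and 6 hr at 25C. Cells were ATM-null patient fibroblasts ([…], hTERT), dosed 60 min, then exposed to the DSB inducer NCS for 30 min.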
# TCR activator – T cell receptor activation. 330,000 tested, under 10 active. primary human leukocytes, anti-CD3, IL-2 HTRF, 48 h. Potency, µM (series often up to 9.22 µM), for the others: at the highest dose activation of IL-2 secretion, most hits filed as activators; further: % of control where 0% means no effect
#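 Human primary leukocytes + a-CD3 beads + cpd, 48 hr; IL-2 in supernatant by HTRF (ex 320nm / em 665nm). No co-stimulatory signal supplied.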
# BCR signal inh – chronic active BCR signaling inhibition; ABC-DLBCL IkBa-CBG/CBR reporter, luminescence ratio, 4 h; AID 493014; hit rate 0.05% among 340,000; Potency, µM (highest dose often 46.1 µM), for inactives: at the top dose ratio change, negative = lower green/red ratio, usual class: inhibitors; active means well fitted inhibition curve with a large enough effect in the signal ratio, with a control signal flat, not every such curve was filed as active; inconclusive means small, poorly fitted or top-dose-only effect, or effect the other way, or a change in a side signal; the % refers to the signal ratio;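 further: potency means the concentration at half of the fitted maximal effect; plate controls were basal doxycycline-induced cells for no effect and cells given 10 µM MG132 for full effect; MG132 reads +100%, hits lower the ratio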
#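 TMD8 human ABC-DLBCL cells with doxycycline-inducible IκBα–green luciferase fusion and unfused red luciferase, in 0.5% FBS medium; compounds up to 46 uM, 4 h at 37C. Green/red luminescence ratio, filter-overlap corrected, fitted to concentration-response curves.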
# hERG WT inh – blocks the wildtype human KCNH2 potassium channel. hit rate 0.37% among 340,000. U2OS, BacMam KCNH2, thallium flux FluxOr; active compounds read low. activity change, % at 1.84 µM. Q12809. AID 720551;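 active means maximum activity change below -70%; inconclusive means maximum activity change between -70% and -50%; inactive means maximum activity change above -50%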; further: on the % scale 0 is the no-effect control and ±100 the full control effect
#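 U2OS cells transduced with wild-type KCNH2 virus are loaded with FluxOr dye for 45 min, and thallium flux is measured in kinetic reads before and after stimulation buffer. Rate constants are normalized to DMSO controls.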
# TSHR antagonist – antagonists of human thyroid stimulating hormone receptor; P16473; TSHR-expressing cells, TSH-stimulated cAMP HTRF, 2 h; active compounds read low; activity change, negative = inhibition, % at 11.5 µM; hit rate 0.2% among 330,000; AID 504810;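 active means activity change below a set negative limit, meaning inhibition stronger than a set level, cut at about -70% in these data; inconclusive means activity change between two set negative limits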; further: on the % scale 0 is the no-effect control and ±100 the full control effect
#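 Antagonism was scored as loss of TSH-driven cAMP in TSHR cells, stimulated with 4nM TSH (EC80) for 2 hours at 37 deg C and detected by homogeneous HTRF competition immunoassay.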
# Coupling enz – inhibits coupling enzyme system, counter-screen for aldolase hits; coupling enzyme system counterscreen, AmpLite Red fluorescence; activity change, negative = inhibition, % at 58.2 µM, hits read low; hit rate 0.67% among 290,000; in the data active means activity change below about -30%; further: on the % scale 0 is the no-effect control and ±100 the full control effect
#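 Activity here indicates interference with the coupling reaction, not aldolase inhibition. Compounds at 57.5 uM final met coupling enzymes for 10 min at RT; substrate and AmpLite Red detection followed, with a 525/598 nm fluorescence read after 20 min.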
# Giardia killer – kills Giardia lamblia; Giardia lamblia trophozoite viability; activity change, % at 7.66 µM, hits read low; hit rate 0.15% among 340,000; AID 540267; in the data active means activity change below about -80%; inconclusive means between about -30% and that limit;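 further: parasites exposed to compound for two days anaerobically before the ATP read; on the % scale 0 is the no-effect control and ±100 the full control effect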
#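 Giardia lamblia trophozoites (100 cells/well) were incubated with compounds for 48 h at 37 deg C under anaerobic conditions. Viability was read as ATP content by one-step luminescence after 15-30 min at room temperature.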
# MLL CXXC-DNA inh – blocks binding of human MLL CXXC domain to DNA. MLL-CXXC / FITC-HOXA9 DNA fluorescence polarization. Potency, µM (titrated, usually from 115 µM), without a hit: at the highest dose activity change, negative = inhibition, most hits filed as inhibitors. hit rate 0.037% among 290,000; active means well fitted inhibition curve with a large enough effect in the polarisation, with a control signal flat, not every such curve was filed as active; inconclusive means small, poorly fitted or top-dose-only effect, or effect the other way, or a change in a side signal; inactive means no such curve, though single readings can be large or run the other way; the % refers to the polarisation; further: potency means the concentration at half of the fitted maximal effect
#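 Purified MLL-CXXC (added from a 7 uM solution) was preincubated 5 min at ambient with pinned compounds in 50 mM Tris-HCl pH 7.5, 50 mM NaCl, 1 mM DTT, 0.05% BSA. Fluorescein-labeled HOX-A9 DNA (50 nM solution) followed, 30 min, then polarization read.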
# The depositor's hits bear a star; ? = inconclusive; / = not tested or not shown; [ ] = remark or other dose. Unless noted, the call rests on the fitted dose curve; in most records, active means well fitted curve in the direction sought with a large enough effect; inconclusive means small, poorly fitted or top-dose-only effect, or another doubt; inactive means no such curve, though single readings can be large; an effect the other way counts as inactive or inconclusive.
SMILES	Coupling enz	TCR activator	Tb PFK inh	AT treatment	Giardia killer	BCR signal inh	MLL CXXC-DNA inh	hERG WT inh	TSHR antagonist	GALK inh
CC1Cc2cc(S(=O)(=O)NCc3ccccc3)ccc2N1C(=O)C1CC1 (stereo not given)	2	-10%	0%	3%	-6	-1%	-2%	3	-7	5%
CCCn1c(C)cc(=O)c2cc(NC(=O)c3ccccn3)ccc21	5	-3%	-4%	/	-5	-1%	-4%	1	-4	1%
COc1ccccc1NC(=O)C(C)OC(=O)/C=C/c1ccc2ccccc2n1 (stereo not given)	/	7%	4%	9%	18	?	/	-2	-6	/
CNC(=O)N/N=C(\N)c1ccccn1	0	-1%	1%	2%	-3	?	4%	2	14	/
CC(=O)NC(=S)Nc1ccccc1N1CCN(C(=O)c2ccccc2)CC1	-1	5%	-1%	3%	-22	-8%	-14%	13	-8	-1%
Cc1ccc(OC(=O)c2ccc(C)c(C)c2)cn1	3	2%	2%	7%	4	?	109%[activator]	1	-10	2%
O=C(NNC(=S)NC(=O)c1cccnc1)c1ccc(F)cc1	-10	-6%	-3%	-10%	-10	?	-26%	-3	3	-1%
C[C@H](CO)N1C[C@H](C)[C@@H](CN(C)S(=O)(=O)c2cccs2)Oc2c(NC(=O)C3CCCCC3)cccc2C1=O	/	8%	-4%	14%	20	-3%	/	10	46	/
N#C/C(=C\c1ccc(N2CCOCC2)o1)C(=O)NCCc1ccccc1	3	-2%	1%	-4%	-7	-6%	?	3	-7	1%
Cc1nn(C(=O)CN2C(=O)c3ccccc3C2=O)c(C)c1Br	3	-1%	0%	-2%	7	3%	11%	4	-4	-3%
Cc1cc(C)c2c(=O)[nH]c(SCC(=O)c3ccc(F)c(C)c3)nc2n1	-1	-3%	-4%	2%	-13	16%	?	3	-6	3%
CC(=O)Nc1ccc(S(=O)(=O)NCc2ccc3[nH]c(C)cc3c2)cc1	-5	6%	-1%	2%	30[activator]	?	-2%	1	8	-2%
COc1ccc(NC(=O)CSc2nnc(-c3ccoc3C)n2CCc2ccccc2)cc1	0	-2%	0%	2%	6	?	0%	-9	-2	-4%
COc1ccc(OCCC(=O)N2CCOCC2)cc1	0	6%	-9%	1%	10	-1%	-6%	12	17	1%
O=C(Nc1ccc2c(c1)OCO2)C1CCCN1C(=O)Nc1ccccc1F (stereo not given)	0	-2%	-9%	-6%	-16	2%	-4%	5	2	-2%
COc1ccc(-c2cn(Cc3ccc4c(c3)C(=O)c3ccccc3C4=O)nn2)cc1	1	0%	-4%	1%	0	2%	-2%	8	-4	/
COc1ccc(OC)c(/C=N/N(C)c2ccccc2)c1	-1	4%	-6%	/	16	?	0%	1	-13	2%
CCOC(=O)c1ccccc1OCc1cc(/C=N/n2cnnc2)ccc1OC	/	1%	3%	20%	-7	-1%	-5%	-9	-11	-1%
CN(Cc1ccccc1)S(=O)(=O)c1ccc(NC(=O)C2CCCCC2C(=O)O)cc1 (stereo not given)	/	-12%	15%	7%	8	2%	/	3	/	/
O=C(NC1CCCCC1)C(=S)NC1CCCCC1	-2	/	2%	3%	/	?	-2%	/	-1	1%
O=C(Nc1ccc(O)c(-c2nc3ccccc3o2)c1)C1(c2ccc([N+](=O)[O-])cc2)CCCC1	-1	-1%[46.1 µM]	2%	19%	12	2%	0%	-13	26	1%
CC12CCC(=O)N1C(C(=O)Nc1nc(-c3ccccc3Cl)cs1)CS2 (stereo not given)	/	-4%	-3%	/	14	?	/	-1	11	/
CSc1nnc(C)c(=O)n1COC(=O)c1ccc([N+](=O)[O-])cc1	0	6%	-2%	2%	0	-4%	7%	11	5	0%
CCC(C)Nc1nc(OC(C(F)(F)F)C(F)(F)F)nc(OC(C(F)(F)F)C(F)(F)F)n1 (stereo not given)	-10	-9%[46.1 µM]	5%	0%	5	0%	1%	0	-7	3%
Oc1ccc(Br)cc1Cn1nnc2ccccc21	-1	0%	-10%	5%	-19	-11%	13%	-1	17	0%
COc1ccc(CN(C)CC(=O)NC(C)c2ccccc2)c(OC)c1 (stereo not given)	-2	7%	-1%	-2%	-2	-9%	-3%	8	-3	1%
COc1cc(/C=C/C(=O)OC(C)C(=O)Nc2c(C)n(C)n(-c3ccccc3)c2=O)ccc1O (stereo not given)	/	-34%	-6%	0%	8	1%	/	2	1	/
C/C(N)=N\S(=O)(=O)c1ccc(Cl)cc1	-2	8%	0%	0%	-13	0%	-13%	-7	8	0%
CCCNC(=O)c1csc2c1CCCCC2	-1	4%	1%	5%	-9	-24%	2%	0	-7	0%
O=S(=O)(ON(c1ccccc1)S(=O)(=O)c1ccccc1)c1ccccc1	0	-3%[46.1 µM]	0%	11%	14	0%	-2%	5	-23	0%
CN(C)S(=O)(=O)c1cccc(-c2nn(-c3ccccc3)cc2/C=C2\SC(=S)NC2=O)c1	0	-6%[46.1 µM]	1%	0%	-12	?	12%	38	-74*	-10%
COc1ccc(NC(=O)Nc2cccc(NC(C)=O)c2)c(OC)c1	-3	-6%	7%	6%	14	-23%	1%	1	-16	-2%
Cc1ccc(NC(=O)COc2cccc3c2OC(C)(C)C3)c(O)c1	/	-3%	-6%	8%	12	0%	/	-9	-41	/
CC(C)(C)c1ccc(C(=O)NC(=S)Nc2nc3c(s2)CCCC3)cc1	0	0%[46.1 µM]	-1%	3%	6	-1%	-2%	-11	-16	1%
COc1ccc([C@@]2(C(C)C)ON(c3ccccc3C(F)(F)F)C2=O)cc1	/	1%	2%	12%	26	-5%	/	17	-9	/
COc1ccc(-c2nnc(SC(=O)N3c4ccccc4Sc4ccccc43)o2)cc1	1	-14%	-4%	-1%	-11	0%	15%	1	0	5%
CC(OC(=O)C1CCN(S(=O)(=O)c2ccc3c(c2)OCCO3)CC1)C(=O)N(C)c1ccccc1 (stereo not given)	/	/	0%	1%	-29	2%	/	-8	-12	/
CCCc1nc2n[nH]c(N)c2c2c1CCC2	-4	5%	0%	-5%	4	-1%	3%	3	1	9%
CC(C)(C)OC(=O)N1CCC(c2c(C(=O)NCC3CCN(C4CCCC4)C3)cnn2-c2cccc(Cl)c2)CC1 (stereo not given)	0	-1%	-2%	-1%	20	?	7%	-1	0	4%
COc1cc(C(=O)COC(=O)CNC(=O)C2CCCCC2)cc(OC)c1OC	2	4%	-1%	3%	5	-14%	1%	-11	-4	-3%
C=C(C)COc1ccc2c(C)c(CCC(=O)N3C[C@H]4C[C@@H](C3)c3cccc(=O)n3C4)c(=O)oc2c1	0	1%	-7%	-8%	-6	1%	-5%	1	-6	/
CCc1ccn2cc(-c3cc(-c4ccccc4)no3)nc2c1	-6	-1%	-13%	8%	?	?	-16%	-2	-22	8%
COC(=O)c1ccc(COC(=O)CNS(=O)(=O)c2ccc(C)cc2)cc1	5	3%	-5%	4%	-16	-28%	2%	0	-4	0%
Fc1ccc(Oc2ccc3nnc(C(F)(F)F)n3n2)cc1	1	4%	1%	1%	-7	0%	11%	-14	-7	1%
CC1CCCN(S(=O)(=O)c2ccc(NC(=O)CN3CCN(C)CC3)cc2)C1 (stereo not given)	-3	2%	0%	7%	-13	?	1%	1	9	-2%
CC12CCC(C(=O)N(Cc3ccccc3)Cc3ccccc3)(OC1=O)C2(C)C (stereo not given)	5	-9%	0%	/	12	?	-5%	1	63	3%
C/C(=C1/SC(N2CCOCC2)=NC1=O)c1ccc(Br)cc1	-1	1%	-4%	13%	11	-3%	-4%	1	3	2%
Cc1nc2ccccn2c1C(=O)NCCCN1CCOCC1	-2	8%	0%	-1%	7	9%	11%	-9	-2	4%
CC(=O)c1c(N2CCCCC2)nc(=S)n(-c2ccccc2)c1C	2	0%	-2%	-5%	60[activator]	0%	7%	-9	11	0%
Cc1ccc(C)c(S(=O)(=O)N2CCN(C(=O)CCc3c[nH]c4ccccc34)CC2)c1	/	-6%	1%	-4%	20	-4%	/	-13	7	/
O=C(Nc1cc(C(F)(F)F)ccc1-n1cncn1)c1ccc(F)cc1Cl	/	4%	-4%	0%	16	3%	/	-3	-3	/
CNc1nc(Nc2ccc(C)c(Cl)c2)nc(N)c1[N+](=O)[O-]	0	1%[46.1 µM]	8%	3%	-17	?	12%	-4	-2	0%
Cc1cccc(C(=O)N2CCCCCC2)c1[N+](=O)[O-]	-4	-2%	-1%	-1%	-10	4%	-12%	/	-3	0%
CCCc1cc(=O)n2[nH]cnc2n1	-1	-1%	2%	0%	2	12%	6%	7	4	3%
CC(C)n1c(NCc2ccccc2O)nc2ccccc21	0	1%	0%	4%	-9	1%	-2%	-1	3	-1%
CC(C)C(O)(C#CCN1CCCC1)c1ccccc1 (stereo not given)	/	2%	-1%	-5%	9	5%	10%	-1	4	-4%
COc1ccc(-c2nnc(-c3ccc(Br)o3)o2)cc1OC	0	-2%	0%	-1%	4	4%	2%	1	3	3%
